Bioassay records deposited in PubChem by The Scripps Research Institute Molecular Screening Center.
GPR151 activ – human GPR151 activation | Q8TDV0 | PathHunter beta-arrestin GPR151 cells, luminescence | activation, % at 11.2 µM | hit rate 1% among 650,000; in the data active = activation above about 4.9%;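 note: 0% = median of compound wells and 100% = cells with positive control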
Target sequence (Q8TDV0 whole entry, looked up): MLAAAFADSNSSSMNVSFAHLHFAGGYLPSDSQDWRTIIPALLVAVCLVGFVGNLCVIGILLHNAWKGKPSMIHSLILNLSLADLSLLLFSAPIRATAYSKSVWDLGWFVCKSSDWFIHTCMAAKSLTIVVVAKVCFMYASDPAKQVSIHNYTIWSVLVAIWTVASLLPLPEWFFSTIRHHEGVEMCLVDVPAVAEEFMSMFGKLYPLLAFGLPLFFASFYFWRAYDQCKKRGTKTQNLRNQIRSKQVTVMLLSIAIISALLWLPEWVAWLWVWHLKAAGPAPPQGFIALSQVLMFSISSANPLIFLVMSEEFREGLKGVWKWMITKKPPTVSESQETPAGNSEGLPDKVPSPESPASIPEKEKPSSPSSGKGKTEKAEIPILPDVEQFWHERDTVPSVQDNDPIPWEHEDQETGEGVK
MITF inh – blocks human microphthalmia-associated transcription factor | O75030 | AlphaScreen MITF homodimerization, bead proximity signal | inhibition, % at 2.6 µM | hit rate 0.91% among 650,000 | AID 1259374; in the data active = inhibition above about 50%;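 note: 0% = vehicle wells with protein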
Target sequence (O75030 whole entry, looked up): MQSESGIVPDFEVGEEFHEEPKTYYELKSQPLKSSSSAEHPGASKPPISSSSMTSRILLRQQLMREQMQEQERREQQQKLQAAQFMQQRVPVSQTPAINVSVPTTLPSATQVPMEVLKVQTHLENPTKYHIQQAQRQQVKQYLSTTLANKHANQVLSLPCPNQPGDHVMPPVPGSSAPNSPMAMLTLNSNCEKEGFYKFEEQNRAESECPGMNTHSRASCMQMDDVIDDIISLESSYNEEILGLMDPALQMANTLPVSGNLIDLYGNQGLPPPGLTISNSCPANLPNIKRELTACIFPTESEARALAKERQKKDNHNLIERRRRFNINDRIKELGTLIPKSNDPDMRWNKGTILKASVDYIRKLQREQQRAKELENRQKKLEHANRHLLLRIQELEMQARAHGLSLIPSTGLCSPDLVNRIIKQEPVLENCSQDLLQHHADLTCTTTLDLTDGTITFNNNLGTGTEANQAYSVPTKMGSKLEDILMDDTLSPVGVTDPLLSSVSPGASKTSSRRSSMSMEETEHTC
TEAD-YAP block – TEAD-YAP interaction inhibition. HEK-TIYL cells, TEAD-Gal4/YAP UAS-luciferase luminescence. inhibition, % at 9.12 µM. hit rate 1.4% among 640,000; in the data active = inhibition above about 32%;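 note: 0% = median of test compound wells and 100% = reference inhibitor wells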
FBW7 activator – human FBW7 E3 ligase activation, primary screen; Q969H0; AlphaScreen FBW7–phospho-cyclin E peptide binding, activator screen; normalized activity (activation), % at 26.1 µM; hit rate 0.13% among 650,000; AID 1259310; in the data active = normalized activity above about 1.9%;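 note: purified mutant Fbw7 with reduced substrate affinity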
Active calls of the source: *. Compounds were not picked by outcome; 3.5% or so of the library scored in one or more.

Values run as follows: GPR151 activ | MITF inh | TEAD-YAP block | FBW7 activator
> CCOC(=O)c1ccccc1N1C(=O)C(Cl)=C(Nc2ccc(C(=O)O)cc2)C1=O
→ -0.2 | 1 | -5 | 0.1
> COc1ccc(C(=O)Nn2c(-c3ccc(C)c(C)c3)nc3ccccc3c2=O)cc1Br
→ -1.1 | 16 | 9 | 0.2
> O=C(/C=C/c1cccc(Cl)c1)Nc1ccc2c(c1)OCCO2
→ 0.2 | 8 | -20 | -0.1
> O=C(CN1c2cccc3cccc(c23)S1(=O)=O)NCc1ccccc1
→ -1.1 | -11 | -13 | 0.0
> COC(=O)c1cc(C(=O)Nc2nc3ccccc3[nH]2)cc([N+](=O)[O-])c1
→ 0.7 | -2 | 11 | -0.3
> O=C(Nc1nc2ccccc2s1)c1ccc(-c2ccccc2)cc1
→ 0.4 | 4 | -58 | -0.2
> Cc1ccc(-c2noc(C3CCN(S(=O)(=O)c4ccc(C(C)(C)C)cc4)CC3)n2)o1
→ -0.9 | 5 | -2 | 0.0
> O=C(COc1ccc(Cl)cc1Cl)Nc1ccccc1
→ 1.2 | 6 | 36* | 0.1
> COc1ccc(-c2nc(-c3ccc(-c4ccccc4)cc3)c(-c3ccc(-c4ccccc4)cc3)[nH]2)cc1
→ 2.9 | 0 | -2 | 0.0
> CCc1ccc(N2CC(C(=O)Nc3ccc(Cl)cc3)CC2=O)cc1 (stereo unspecified)
→ 2.3 | -1 | -3 | -0.2
> CN1C(C(=O)Nc2ccc3c(c2)OCO3)=CC(c2ccco2)=NS1(=O)=O
→ 0.2 | 5 | -13 | 0.0
> Cn1cc(/C=C2/CCC/C(=C\c3cnn(C)c3)C2=O)cn1
→ -0.2 | 22 | 2 | 0.1
> CCCCSc1nnc(-c2ccccc2N=Cc2c(C)[nH]n(-c3ccccc3)c2=O)c(=O)[nH]1
→ 2.8 | 9 | -9 | -0.1
> Cc1cccc(N2CCN(C(=O)c3ccc(S(=O)(=O)Cc4cccc(F)c4)c([N+](=O)[O-])c3)CC2C)c1 (stereo unspecified)
→ 1.5 | 11 | 12 | 0.1
> CC(=O)NC(Cc1ccccc1)C(=O)NC1CCN(C(=O)Nc2ccccc2F)CC1 (stereo unspecified)
→ -0.4 | 1 | -1 | 0.5
> CC(=O)c1ccc(NC(=O)C2CC(C)=CCC2C(=O)O)cc1 (stereo unspecified)
→ 0.0 | -8 | -12 | -0.2
> Cc1ccc(NS(=O)(=O)c2ccc3c(c2)OCC(=O)N3)cc1Cl
→ -0.5 | 17 | -2 | 0.5
> CCCN(CCC)CCCN1C(=O)C2C(C(=O)Nc3cccc(Cl)c3)C3C=CC2(O3)C1C(=O)NC1CCCCC1 (stereo unspecified)
→ -0.3 | 5 | 0 | 0.0
> Cc1ccc(S(=O)(=O)Nc2ccc(NS(=O)(=O)c3ccc(F)cc3)cc2)cc1
→ -1.3 | 23 | -2 | 0.1
> Cn1c(SCC(=O)N2CCCC2)nc2ccccc2c1=O
→ -0.5 | 6 | 2 | 0.1
> COCCN1CCCc2ccc(NC(=O)c3ccccc3Br)cc21
→ 1.7 | 1 | -68 | 0.0
> O=c1c(Cl)c(Nc2ccc3c(c2)OCCO3)cnn1C12CC3CC(CC(C3)C1)C2
→ -1.0 | -1 | 8 | 0.2
> CCc1cc2c(=O)c(-c3ccc4c(c3)OCCCO4)coc2cc1OCC(N)=O
→ -1.8 | 10 | 25 | 0.9
> Nc1ccc(-c2cnc3ccccc3n2)cc1
→ -4.1 | 7 | -2 | 0.2
> CCOC(=O)c1sc(NC(=O)c2cc(=O)c3ccccc3o2)nc1-c1ccccc1
→ -0.2 | 7 | 5 | 0.1
> Cc1ccc(NC(=O)Nc2nnc(N3CCCC3)s2)c(Cl)c1
→ 1.0 | 7 | -1 | -0.2
> COc1cc(/C=C/C2=NC(=O)C(C)(C)O2)ccc1O
→ -1.6 | -19 | 3 | 0.0
> c1nc(Nc2ccc(N3CCOCC3)cc2)c2[nH]c(-c3ccc(N4CCOCC4)nc3)nc2n1
→ 3.3 | 6 | 13 | -0.2
> Cc1cc(C)c2[nH]c(=O)c(=O)[nH]c2c1
→ 0.9 | 7 | -10 | 0.0
> CC1=CCCC(C)(C)C1/C=C/C(C)=N/NC(=O)c1ccncc1 (stereo unspecified)
→ -1.1 | -7 | -4 | -0.2

Complete entries as entered above. Order of values: GPR151 activ, MITF inh, TEAD-YAP block, FBW7 activator
Record of COc1cc(/C=C/C2=NC(=O)C(C)(C)O2)ccc1O = -1.6, -19, 3, 0.0
Record of CCOC(=O)c1sc(NC(=O)c2cc(=O)c3ccccc3o2)nc1-c1ccccc1 = -0.2, 7, 5, 0.1
Record of Cc1ccc(-c2noc(C3CCN(S(=O)(=O)c4ccc(C(C)(C)C)cc4)CC3)n2)o1 = -0.9, 5, -2, 0.0
Record of Cc1cc(C)c2[nH]c(=O)c(=O)[nH]c2c1 = 0.9, 7, -10, 0.0

(listing goes on)
Values run as follows: GPR151 activ | MITF inh | TEAD-YAP block | FBW7 activator
> Cn1c(/C(C#N)=C/c2ccc(C(=O)O)cc2)nc2ccccc21
→ -0.5 | 10 | 3 | 0.5
> CC(C)COC(=O)N1CCC(C(=O)NC(c2ccc(F)cc2)c2ccccn2)CC1 (stereo unspecified)
→ -0.6 | 9 | 6 | -0.4
> CC(=O)N1CCN(c2ccc(NC(=O)CC(C)C)cc2)CC1
→ 1.1 | -28 | 8 | 0.1
> COc1cccc(CC(=O)Nc2cnc3cnc(-c4cccc(Br)c4)cn23)c1
→ -0.4 | -15 | 8 | 0.0
> CN(Cc1ccc2nsnc2c1)Cc1c(C(=O)N2CCCC2)nc2sccn12
→ -0.5 | -4 | 4 | -0.1
> O=C(/C=C/c1ccccc1Cl)N1CCOCC1
→ -0.2 | -9 | -3 | -0.1
> CCCCn1c(CCNC(=O)CCC)nc2ccccc21
→ 0.1 | 9 | -5 | 0.2
> O=C(/C=N/NC(=O)c1ccc(Cl)cc1Cl)c1ccccc1
→ 0.5 | 3 | -33 | 0.3
> CCCC(=O)Nc1c(C(=O)Nc2ccccc2OCC)oc2ccccc12
→ 0.8 | -10 | 8 | 0.0
> CCC(C)NC(=O)c1ccc(N2CC3CC(C2)c2cccc(=O)n2C3)c(NC(=O)c2cc(OC)c(OC)c(OC)c2)c1 (stereo unspecified)
→ 1.1 | 4 | 1 | 0.3

Arranged by length of the SMILES (descending): 3 of the compounds above.
Values run as follows: GPR151 activ | MITF inh | TEAD-YAP block | FBW7 activator
> CCCN(CCC)CCCN1C(=O)C2C(C(=O)Nc3cccc(Cl)c3)C3C=CC2(O3)C1C(=O)NC1CCCCC1 (stereo unspecified)
→ -0.3 | 5 | 0 | 0.0
> Cc1ccc(NS(=O)(=O)c2ccc3c(c2)OCC(=O)N3)cc1Cl
→ -0.5 | 17 | -2 | 0.5
> Cc1cc(C)c2[nH]c(=O)c(=O)[nH]c2c1
→ 0.9 | 7 | -10 | 0.0

Later entries:
Values run as follows: GPR151 activ | MITF inh | TEAD-YAP block | FBW7 activator
> CCOc1ccc(NS(=O)(=O)c2cc(C(=O)O)ccc2F)cc1
→ -0.7 | 13 | -14 | 0.6
> O=C(CSc1ccc(-c2ccccn2)nn1)N1CCOCC1
→ -1.3 | 17 | -7 | -2.1
> O=C(Nc1cccc(S(=O)(=O)N2CCCCCC2)c1)c1n[nH]c(=O)c2ccccc12
→ 0.3 | 11 | -6 | 0.1
> Cc1[nH]c2ccc(OC(F)(F)F)cc2c1CCNC(=O)c1cccs1
→ 0.3 | 7 | -4 | 0.0
> COc1ccc(CN2CCN(Cc3ccccn3)CC2)c(OC)c1OC
→ -0.2 | 59* | -7 | 0.0
> COC(=O)c1[nH]c2ccc(F)cc2c1-n1cccc1
→ 0.2 | 0 | -3 | 0.7
> O=c1c2ccccc2nc(-c2ccc(Br)cc2)n1NCc1ccc(Cl)cc1Cl
→ 3.0 | -1 | 7 | -0.1
> Cc1cc(C(=O)COc2ccc(-c3nnco3)cc2)c(C)n1C1CC1
→ 0.6 | -6 | -25 | -0.3
> CCn1c(=O)c2sccc2n2c(CCCC(=O)NCc3ccccn3)nnc12
→ 0.6 | 9 | 15 | 0.1
> COCCNC(=O)CN(C(=O)CCC(=O)Nc1ccccn1)c1cccc(C)c1C
→ 0.5 | 1 | -2 | -0.1
> Cc1ccc(S(=O)(=O)N/N=C/c2cccc(OC3CSC3)c2)cc1
→ -0.5 | -5 | 2 | 0.1
> COc1ccccc1CC(=O)Nc1cccc(C)c1
→ 1.2 | 2 | -4 | -0.1
> Cc1cc(C)cc(NC(=O)c2cc3c(CO)cnc(C)c3oc2=N)c1
→ -0.4 | 2 | -3 | -0.1
> Cc1ccc(C(=O)Nc2cc(C(F)(F)F)ccc2N2CCOCC2)cc1[N+](=O)[O-]
→ -2.1 | 6 | 2 | 0.0
> CCc1ccc(C2C(C(=O)OC(C)C)=C(C)NC3=C2C(=O)CCC3)cc1 (stereo unspecified)
→ 0.7 | 1 | -8 | 0.0
> Cc1cc(=O)[nH]c(SCC(=O)Nc2nc3ccccc3s2)n1
→ -1.7 | 7 | -3 | 0.0
> COCCn1c(SCC(=O)c2ccccc2F)nnc1-c1ccco1
→ 0.2 | 5 | -5 | 0.0
> CC(C)(C)c1ccc(OC(=O)c2ccc(N3C(=O)CCC3=O)cc2)cc1
→ -0.5 | -3 | 11 | 0.4
> CC(C)N(CCNc1nc(N2CCc3ccccc3C2)nc2c1ncn2CCN1CCCC1=O)C(C)C
→ 0.7 | 13 | 3 | 0.1
> Nc1cccc(-c2cncc(-c3cccc(C(=O)NCCO)c3)n2)c1
→ -0.1 | -12 | -1 | 0.1
> O=C(Nc1ccccc1F)C1CC(=O)N(c2ccccc2)C1 (stereo unspecified)
→ 2.3 | 8 | 0 | 0.1
> O=C(Nc1cc(F)ccc1F)c1cc(-c2ccc(F)cc2)nc2ccccc12
→ -0.5 | 10 | -6 | -0.1
> CCNc1ncc(C)c(NCCN(C(C)C)C(C)C)n1
→ 3.3 | 8 | 15 | 0.0
> O=C(c1ccc(Cl)cc1[N+](=O)[O-])N1CCN(c2ccc(F)cc2)CC1
→ 1.3 | 10 | 3 | -0.1
> CC(C)CCN1CCN(Cc2cc(Cl)ccc2O)CC1CCO (stereo unspecified)
→ -1.1 | -1 | 1 | -0.1
> CC(C)(C)c1csc(NC(=O)c2ccc([N+](=O)[O-])s2)n1
→ 1.5 | 7 | -30 | -0.1
> C#CCOC(=O)c1ccccc1C(=O)N(C1CCCCC1)C1CCCCC1
→ -0.4 | 0 | 9 | -0.1
> Cc1ccc(C(=O)Nc2ccc(S(=O)(=O)N3CCCCC3)cc2)cc1[N+](=O)[O-]
→ 0.8 | 6 | -3 | -0.4
> CC(C)(C)c1ccc(-c2nnc(SCC(=O)Nc3ccc4nc(SCC(=O)NCC5CCCO5)sc4c3)n2-c2ccccc2)cc1 (stereo unspecified)
→ 0.8 | 12 | 3 | 0.0
> CCOC(=O)C1(Cc2cccc(Cl)c2)CCCN(C(=O)c2cc(C)n(C)n2)C1 (stereo unspecified)
→ -0.7 | 1 | -7 | 0.2
> C=Cc1ccc(COc2cc3oc(=O)c(CCCCCC)c(C)c3cc2Cl)cc1
→ -1.1 | 4 | 0 | -0.1
> C#CCn1c(=NC(=O)c2cc(=O)c3ccccc3o2)sc2cc3c(cc21)OCCO3
→ -0.2 | -2 | -2 | 0.6
> CCN1C(=O)/C(=C\c2cc(Br)c(O)c(OC)c2)SC1=S
→ 1.5 | 8 | -21 | 0.0
> CC(C)n1cnc2c(NCCOc3ccccc3)nc(Nc3ccc(-n4ccnc4)cc3)nc21
→ -0.6 | 9 | -8 | -0.1
> CCCCC(=O)Nc1c2c(nn1-c1ccc(C)cc1)CSC2
→ -0.3 | 17 | -1 | 0.1
> Cc1nnc2c(N3CCCCC3C)nc3ccccc3n12 (stereo unspecified)
→ -1.0 | 0 | -2 | 0.0
> COc1ccc(NC(=O)NNS(=O)(=O)c2ccc(OC)c(OC)c2)c(OC)c1
→ -0.9 | -1 | -6 | -0.3
> CC(=O)Nc1ccc(NC(=O)c2csc(Nc3ccnn3C)n2)cc1
→ -1.7 | -4 | 2 | 0.1
> CCc1ccc(NC(=O)CN(c2ccc(C)cc2)S(=O)(=O)c2c(C)noc2C)cc1
→ 0.6 | 0 | 4 | -0.3
> Clc1ccc(C(c2ccccc2)N2CCN(CCCc3c[nH]c4ccccc34)CC2)cc1 (stereo unspecified)
→ -0.1 | 17 | 5 | 0.5
> CNC(=S)Nc1ncn(Cc2cccc(F)c2)n1
→ -0.2 | 2 | -6 | -0.1
> CC1=C(C(=O)Nc2ccccc2)C(c2ccccc2[N+](=O)[O-])NC(=O)N1 (stereo unspecified)
→ -0.2 | 5 | -2 | 0.1
> Fc1ccc(-c2cnc(NCc3ccccc3)nc2)cc1
→ -0.7 | 2 | -43 | 0.1
> Cn1cc(S(=O)(=O)N2CCc3ccccc32)cc1C(=O)N1CCc2ccccc2C1
→ 1.7 | 2 | 4 | 0.0
> C=CCN(CC=C)C1=NS(=O)(=O)c2ccccc21
→ 0.2 | -9 | 1 | -0.1
> Nc1ncnc(NC2CCCC2)c1[N+](=O)[O-]
→ -1.1 | 9 | 17 | 0.3
> O=C(O)c1cc(NC(=O)c2ccccc2[N+](=O)[O-])ccc1O
→ 4.8 | 8 | 12 | -0.3
> O=C1c2ccccc2C2([N+](=O)[O-])CN(Cc3ccccc3)CC1([N+](=O)[O-])C2 (stereo unspecified)
→ -0.7 | 5 | 2 | -0.1
> CC(=O)C1=C(C)NC(C)=C(C(C)=O)C1c1ccc(-c2ccccc2Cl)o1
→ 1.4 | -7 | -12 | 0.2
> Nc1c(C(=O)Nc2ccc(Br)cc2)sc2nc3c(c(-c4ccco4)c12)CCCC3
→ -0.5 | -11 | 2 | 0.1
